# Lipid storage S3: qHTS Assay for Lipid Storage Modulators in Drosophila S3 Cells | Drosophila S3 cells, BODIPY lipid droplet fluorescence, 18-24 h; cells fed with added oleic acid | lipid storage change, negative = inhibition, % at the top dose, mostly 46.1 µM; hits show Potency in µM | hit rate 0.64% among 320,000; active = well fitted inhibition curve with a large enough effect in the signal ratio, with a control signal flat, not every such curve was filed as active; inconclusive = small, poorly fitted or top-dose-only effect, or effect the other way, or a change in a side signal; the % refers to the signal ratio
#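 Drosophila S3 cells loaded with oleic acid (400 uM, as added) and compounds at several concentrations; lipid droplets imaged by 488-nm laser-scanning cytometry, 500–530 nm intensity and object ratio to cell channel. Percent activity normalized to 20 uM Triacsin C.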
# Lipid storage S3 cell count max: also measured in Lipid storage S3; calls as there; cell number change, %; measured here: cell count max response;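 cells counted by Cell Tracker Red CMTPX staining in the red channel; peak over a dose series mostly up to 46.1 µM; percent activity relative to internal control wells on each plate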
# Active calls of the source: *; i = inactive; ? = inconclusive; nt = no result given; [ ] = another dose, or the depositor's remark. % is scaled to controls: 0 for no effect and ±100 for the full control effect; potency is read from the fitted curve at half-maximal effect. This is a subset (hit frequency here may not be typical).
cpd	Molecule	Lipid storage S3	Lipid storage S3 cell count max
1	Cn1ncc2c(=O)[nH]cnc21	?	nt
2	COCCN(C(=S)Nc1ccc(C)cc1C)C(C)c1cccs1 (stereo not given)	0.0%	22.6
3	CCOc1ccc(S(=O)(=O)NCc2ccc(F)cc2)c2cccnc12	-10.2%	-15.0
4	COc1ccccc1NC(=O)CSc1ncnc2c1oc1ccccc12	?	nt
5	COc1cc2c(C(=O)NCc3ccc4c(c3)OCO4)cn(C)c(=O)c2cc1OC	?	nt
6	CC(Sc1nnnn1C1CC1)C(=O)Nc1cccc(S(=O)(=O)N2CCOCC2)c1 (stereo not given)	?	nt
7	Cc1ccc(CNC(=O)C2CC=CCC2C(=O)O)cc1 (stereo not given)	5.6%	0.6
8	C/C(=N\NC(=O)Cc1c(C)[nH][nH]c1=O)c1cccc(Br)c1	?	nt
9	CO/C(N)=C(\C#N)N=Cc1ccccc1Cl	?	nt
10	O=C(Nc1ccccc1)Nc1ccc(Cl)c([N+](=O)[O-])c1	?	nt
11	CCN1C(=O)NC2C1N(S(C)(=O)=O)CCN2S(C)(=O)=O (stereo not given)	?	nt
12	CN(c1ccccc1)S(=O)(=O)c1cc(C(=O)OCC(N)=O)ccc1Cl	?	nt
13	Cc1cccc(C)c1OCc1cc(C(=O)N(Cc2nccn2C)C(C)C)no1	-22.6%	nt
14	CC(=O)c1ccc(N2CCN(C(=O)c3cccc(Oc4ccccc4)c3)CC2)cc1	-7.8%	-17.7
15	COCCCNC(=O)CCn1c(=O)c2ccccc2n(Cc2cccc([N+](=O)[O-])c2)c1=O	-2.9%	-10.7
16	O=C(NC1CCN(S(=O)(=O)c2ccc(Cl)cc2)CC1)c1cccnc1	i	14.8
17	Cc1ccc(NC(=O)c2ccc(OCC3CCCO3)cc2)c(C)c1 (stereo not given)	1.9%	-0.7
18	COc1ccc(Cl)cc1Nc1nc(N)nc(C(F)(F)F)n1	6.5%	4.0
19	COC(=O)[C@@H]1Cc2c([nH]c3ccccc23)C2CCC(=O)N21 (stereo not given in full)	?	nt
20	O=C(Cc1coc2cc3c(cc12)CCC3)OCC(=O)N1CCCC1=O	19.1%	nt
21	O=C(CCN=C1NS(=O)(=O)c2ccccc21)Nc1ccc(Cl)cc1F	?	nt
22	CCCCc1c(O)nc(SCC(=O)c2ccccc2)n(-c2ccccc2OC)c1=O	1.4%	11.3
23	O=C(NC1CCCC1)c1cc2ccccc2o1	-6.5%	1.4
24	CCOc1ccc(S(=O)(=O)NCc2ccc3c(c2)OCO3)cc1	?	nt
25	CCOC(=O)N1CCC(NC(=O)c2cc(C(=O)NCc3ccc(F)cc3)ccc2CO)CC1	?	nt
26	Cc1ccc(S(=O)(=O)c2nc(Nc3ccccc3N3CCOCC3)sc2Cl)cc1	?	nt
27	CC(=O)Nc1ccc(S(=O)(=O)NCCC(=O)OCc2csc(CC(=O)Nc3ccccc3C)n2)cc1	?	nt
28	Cc1cccnc1NC(=O)c1ccc(OCC2CCCO2)cc1 (stereo not given)	5.2%	14.1
29	O=C(NCCc1c[nH]c2ccccc12)c1cncc(Br)c1	?	nt
30	CCOc1cc(C(=O)Nc2ccc(F)cc2)cc(Br)c1OC	?	nt
31	Cc1cc(OC(C)C)nc(-c2ccccc2O)n1	?	nt
32	O=C(Nc1nc2n(n1)C(c1ccccc1)C=C(c1ccccc1)N2)c1ccco1 (stereo not given)	?	nt
33	CCOc1cc(C(=S)N2CCCC2)ccc1OC	-0.3%	12.1
34	CC(=O)C(=Cc1cc(C)n(-c2ccccc2)c1C)C(C)=O	11.6%	26.3
35	Cc1ccc(C#N)c(SCc2cc3c(cc2Cl)OCO3)n1	0.5%	-11.5
36	CC(OC(=O)CCC(=O)c1cccs1)C(=O)Nc1ccccc1[N+](=O)[O-] (stereo not given)	-1.7%	-4.8
37	COc1ccc(OC)c(C(=O)NC(CC(N)=O)c2ccc(NC(C)C)c([N+](=O)[O-])c2)c1 (stereo not given)	4.4%	19.5
38	Cc1ccc(NC(=O)C(C)Sc2nc(=O)cc(N)n2-c2ccccc2)cc1 (stereo not given)	?	nt
39	N/C(=N\OC(=O)c1ccc(Cl)cc1Cl)c1ccccc1	-7.7%	-12.8
40	CC(C)(CNC(=O)c1ccc(-c2cccc(C(F)(F)F)c2)o1)N1CCOCC1	?	nt
41	CC(=O)c1c(C)[nH]c(C(=O)Nc2ccc(Cl)c(S(=O)(=O)N(C)C)c2)c1C	?	nt
42	O=C(NC1CC1)c1ccc(CS(=O)c2ccc(Br)cc2)o1 (stereo not given)	?	nt
43	COc1ccccc1NC(=O)CSc1nccn1Cc1ccccc1	6.5%	10.1
44	OCCN1CCOCCOc2ccccc2OCCOCC1	4.2%	-18.7
45	Cc1ccc(S(=O)(=O)N2CCN(C(=O)COC(=O)CC(C)c3ccccc3)CC2)c(C)c1 (stereo not given)	?	nt
46	CC(=O)c1ccc(N2CCN(C(=O)c3ccc(Br)cc3)CC2)c(F)c1	?	nt
47	Cc1cc(NC(=O)c2c(Br)c(C)nn2C)no1	-8.7%	6.5
48	Cc1ccc(OC(F)F)c(NC(=O)Nc2cccc(C(F)(F)F)c2)c1	?	nt
49	COc1ccc(C/C(N)=N/OC(=O)c2cccc([N+](=O)[O-])c2)cc1	?	nt
50	O=C(CS(=O)(=O)Cc1ccccc1)N1CCN(c2cccc(C(F)(F)F)c2)CC1	?	nt
51	O=C(Cc1ncc(C(F)(F)F)cc1Cl)Nc1cccc(Br)c1	-29.3%	-1.8
52	CCc1ccc(NC(=O)C(=O)NCC(O)c2ccccc2)cc1 (stereo not given)	-6.2%	-10.2
53	CC(=O)c1ccc(OCc2cc(C(=O)NCC3CCCCO3)no2)cc1 (stereo not given)	i	12.0
54	Cc1ccc(C[C@@H](NS(=O)(=O)c2ccc(C(=O)O)cc2)C(=O)O)cc1	1.0%	-9.6
55	O=C(O)c1cccc(NC(=O)c2cn(-c3ccccc3)nc2-c2cccc(Br)c2)c1	?	nt
56	O=C(O)CCCCCCCCCCP(=O)(c1ccccc1)c1ccccc1	-19.5%	-3.0
57	COc1ccccc1Cn1c(=O)c2ccccc2n2c(Sc3ncnc4sccc34)nnc12	25.3%	-10.4
58	O=c1[nH]c(Cc2ccccc2)nc2c1oc1ccccc12	-7.5%	2.7
59	CCN(CC)CCNC(=O)c1cc2c(s1)-c1ccccc1SC2	?	nt
60	Nc1ccccc1S(N)(=O)=O	-10.0%	10.5

# Carrying on.
cpd	Molecule	Lipid storage S3	Lipid storage S3 cell count max
61	O=C(Nc1nnc(SCc2ccc(F)cc2)s1)C1CC(=O)N(Cc2ccccc2)C1 (stereo not given)	?	nt
62	Cc1oc2c(C)c(O)ccc2c(=O)c1-c1cnn(-c2ccccc2)c1	?	nt
63	Cc1nc2cc(NC(=O)c3ccc(N4C(=O)CCC4=O)cc3)ccc2s1	?	nt
64	O=C(O)CCN1C(=O)c2ccc(NC(=O)c3cccs3)cc2C1=O	?	nt
65	Cc1ncc(CN2CCCC(CCC(=O)NCc3ccc(F)c(F)c3)C2)s1 (stereo not given)	14.2%	7.8
66	COc1ccc(NC2=C3CC(C)CC=C3N(c3ccc(OC)cc3)C2=O)cc1 (stereo not given)	9.2%	nt
67	Cc1ccc(S(=O)(=O)N(C)c2c(C)ccc(S(N)(=O)=O)c2C)cc1	-13.2%	-3.5
68	Cc1ccc(S(=O)(=O)N2CCC3(CC2)OCCN3S(=O)(=O)c2cccs2)cc1	i[0.0737 µM]	13.1
69	Cc1noc(C)c1C(=O)NC(C)C12CC3CC(CC(C3)C1)C2 (stereo not given)	?	nt
70	COC(=O)c1cccc(NC(=O)c2cccnc2)c1	5.5%	0.9
71	CCCN(CC(=O)Nc1ccccc1OC)C(=O)Cn1[nH]c(=O)c2ccccc2c1=O	?	nt
72	C/C(=C\c1ccco1)C1C(C#N)=C(N)Oc2n[nH]c(-c3ccc(C)cc3)c21 (stereo not given)	?	nt
73	CNC(=S)NNC(=O)c1cccn(Cc2ccc(Cl)cc2Cl)c1=O	-14.2%	-8.8
74	CCOCCCNS(=O)(=O)c1ccc(NC(=O)CN2C(=O)c3ccccc3C2=O)cc1	-15.9%	6.2
75	CCCN(CCC)c1nc(N)nc(-c2cc(Cl)ccc2OC)n1	?	nt
76	O=C(CNC(=O)C1COc2ccccc2O1)N/N=C\c1ccc(Br)cc1 (stereo not given)	i	5.3
77	CCOC(=O)C(NC(=O)CC)C(O)c1cccc([N+](=O)[O-])c1 (stereo not given)	?	nt
78	O=C(CSc1ncn(-c2ccccc2)n1)NCc1ccccc1	?	nt
79	CCc1nc(C)ccc1OCC(=O)N1CCc2c([nH]c3ccccc23)C1c1ccccn1 (stereo not given)	-20.4%	-0.7
80	COc1ccccc1NC(=O)COC(=O)CN1C(=O)C(=O)c2ccccc21	i	3.4
81	COc1ccc(C(CNC(=O)c2cccc(NS(=O)(=O)c3ccccc3)c2)N(C)C)cc1 (stereo not given)	-25.3%	3.6
82	COc1ccc(C)cc1NS(=O)(=O)c1ccc2c(c1)NC(=O)C(C)S2 (stereo not given)	?	nt
83	COc1ccc(NC(=O)CSc2nnc(CNc3ccc(F)cc3)o2)c(OC)c1	?	nt
84	CN(C)/C(=N\S(=O)(=O)c1ccccc1)c1ccc([N+](=O)[O-])cc1	?	nt
85	COc1cc(C2C(C(C)=O)=C(C)Nc3ncnn32)ccc1O (stereo not given)	14.0%	-0.6
86	COc1cc(CCC(=O)OCC(=O)Nc2ccc(C)cc2Cl)cc(OC)c1OC	?	nt
87	CC(C)/C=C1\CC/C(=C\c2ccc(N(C)C)cc2)C1=O	1.0%	-9.7
88	CCOC(=O)C1CCN(C(=O)COC(=O)Cc2ccc(Cl)cc2)CC1	1.0%	29.2
89	O=C(CSc1nnc(-c2ccncc2)n1-c1ccccc1)NC1CC1	9.4%	nt
90	O=C(Oc1c(CN2CCOCC2)cc(Cl)c2cccnc12)c1ccc(F)cc1	?	nt
91	Cc1cccc(NC(=O)c2nc[nH]c2C(=O)N[C@@H](C)c2ccccc2)c1	?	nt
92	Cn1c(Cn2c(=O)sc3ccccc32)nnc1SCC(=O)NCc1ccco1	-11.2%	-10.1
93	O=[N+]([O-])c1ccc(Sc2ccccn2)nc1	11.2%	-0.4
94	CC(C)(C)c1ccc(S(=O)(=O)N2CCN(c3ncccn3)CC2)cc1	?	nt
95	O=C(NNc1ncccc1Cl)c1c(Cl)cccc1Cl	?	nt
96	COc1ccccc1NC1=C(Cl)C(=O)N(C2CCCCC2)C1=O	?	nt
97	COc1ccc(S(=O)(=O)Nc2cccnc2)cc1OC	?	nt
98	CN(C)C(CNC(=O)C1CCN(S(=O)(=O)c2ccc(Cl)cc2)CC1)c1ccccc1 (stereo not given)	-12.7%	8.3
99	COc1ccccc1N(CC(=O)NCc1ccccc1)C(=O)CCC(=O)Nc1nccs1	?	nt
100	CCCN(CCC)CCNC(=O)C1(O)c2ccccc2NC(=O)N1c1cccc(OC)c1 (stereo not given)	1.5%	-8.3
101	CCNc1nc(-c2cc(C)n(Cc3ccco3)c2C)cs1	?	nt
102	Cc1ccc(SCc2nc(-c3ccccn3)no2)cc1	?	nt
103	CCC1CCCCN1CCCNC(=O)C1CCCN(S(=O)(=O)N2CC(C)CC(C)C2)C1 (stereo not given)	i	-4.0
104	Cc1ccc(OCC(=O)NCc2ccc3c(c2)OCO3)c([N+](=O)[O-])n1	?	nt
105	O=c1[nH]cc(S(=O)(=O)NCc2ccccc2)c(=O)[nH]1	i	7.1

# Among those listed so far, 3 contain a cyano group.
cpd	Molecule	Lipid storage S3	Lipid storage S3 cell count max
9	CO/C(N)=C(\C#N)N=Cc1ccccc1Cl	?	nt
35	Cc1ccc(C#N)c(SCc2cc3c(cc2Cl)OCO3)n1	0.5%	-11.5
72	C/C(=C\c1ccco1)C1C(C#N)=C(N)Oc2n[nH]c(-c3ccc(C)cc3)c21 (stereo not given)	?	nt

# An excerpt from above in order of molecular weight, largest number first.
cpd	Molecule	Lipid storage S3	Lipid storage S3 cell count max
74	CCOCCCNS(=O)(=O)c1ccc(NC(=O)CN2C(=O)c3ccccc3C2=O)cc1	-15.9%	6.2
68	Cc1ccc(S(=O)(=O)N2CCC3(CC2)OCCN3S(=O)(=O)c2cccs2)cc1	i[0.0737 µM]	13.1
32	O=C(Nc1nc2n(n1)C(c1ccccc1)C=C(c1ccccc1)N2)c1ccco1 (stereo not given)	?	nt

# The listing continues:
cpd	Molecule	Lipid storage S3	Lipid storage S3 cell count max
106	Cc1ccc(-c2cc(C(F)F)n3ncc(C(=O)N4CCc5ccccc54)c3n2)cc1	6.1%	-10.9
107	Cc1cc(C(=O)NNC(=O)CCCCC(=O)NNC(=O)c2cc(C)[nH]n2)n[nH]1	?	nt
108	NC(=O)CC(NC(=O)Cc1cccc2ccccc12)c1ccc(NC2CC3CCC2C3)c([N+](=O)[O-])c1 (stereo not given)	?	nt
109	COCCCNC(=O)/C=C/c1c(Cl)cccc1Cl	?	nt
110	Cc1nn(-c2ccccc2)c(N)c1-c1ccccc1	11.0%	8.3
111	O=C(O)COc1ccc(/C=C/c2nc3ccc([N+](=O)[O-])cc3s2)cc1	14.6%	-9.7
112	O=C(CCC(=O)OCCCC(F)(F)C(F)(F)F)Nc1ccccc1	?	nt
113	Cc1c(C(=O)OCC(=O)Nc2c(C)n(C)n(-c3ccccc3)c2=O)cccc1[N+](=O)[O-]	?	nt
114	Cc1ccc(C(=O)NN2C(=O)C3C4C=CC(C4)[C@@H]3C2=O)cc1 (stereo not given in full)	-0.8%	0.5
115	Cc1ccc(S(=O)(=O)N2CCN(C(=O)COC(=O)c3cccc(Cl)c3)CC2)c(C)c1	?	nt

# High-throughput results as filed in PubChem.
